C8 TRAIL sens: caspase-8 TRAIL sensitization | inhibition (viability loss, TRAIL sensitization), % at 10 µM | 360,000 compounds, 1% hits | NB7+C8 cells + TRAIL, ATPlite viability luminescence | AID 624354;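 active = compounds causing at least 50% loss of cell viability in the single-dose screen, relative to plate controls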
NOD2 RIPK2 PPI: inhibitors of human NOD2-RIPK2 interaction | O43353 | CHO BLA complementation NOD2-RIPK2, CCF4 ratio | inhibition, % at 4.98 µM | 360,000 compounds, 0.38% hits | AID 624267; in the data active = inhibition above about 21%;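 also: 0% = vehicle only and 100% = reference blocker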
TROY signal inh: inhibitors of TROY-dependent NF-kB signaling | inhibition, % at 10 µM | Q293 LMP1-TROYcd NF-kB luciferase reporter, 4 h | AID 1347056 | 360,000 compounds, 0.98% hits;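 active = compounds whose plate-normalised and pattern-corrected inhibition of the luciferase reporter signal at the single screening dose is 50% or more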
NCOA2 inhibitor: inhibits human steroid receptor coactivator 2. AID 651957. inhibition, % at 9 µM. Q15596. HEK293 GAL4-SRC2 luciferase reporter, luminescence. 370,000 compounds, 0.17% hits;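 active = inhibition above the mean inhibition of all tested compounds plus 3 SD, set per campaign, cut at about 52% in these data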;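 also: 0% = DMSO treated cells and 100% = cells given Gossypol at 36 µM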
Target sequence (Q15596 whole entry, looked up, the tested form may be a part): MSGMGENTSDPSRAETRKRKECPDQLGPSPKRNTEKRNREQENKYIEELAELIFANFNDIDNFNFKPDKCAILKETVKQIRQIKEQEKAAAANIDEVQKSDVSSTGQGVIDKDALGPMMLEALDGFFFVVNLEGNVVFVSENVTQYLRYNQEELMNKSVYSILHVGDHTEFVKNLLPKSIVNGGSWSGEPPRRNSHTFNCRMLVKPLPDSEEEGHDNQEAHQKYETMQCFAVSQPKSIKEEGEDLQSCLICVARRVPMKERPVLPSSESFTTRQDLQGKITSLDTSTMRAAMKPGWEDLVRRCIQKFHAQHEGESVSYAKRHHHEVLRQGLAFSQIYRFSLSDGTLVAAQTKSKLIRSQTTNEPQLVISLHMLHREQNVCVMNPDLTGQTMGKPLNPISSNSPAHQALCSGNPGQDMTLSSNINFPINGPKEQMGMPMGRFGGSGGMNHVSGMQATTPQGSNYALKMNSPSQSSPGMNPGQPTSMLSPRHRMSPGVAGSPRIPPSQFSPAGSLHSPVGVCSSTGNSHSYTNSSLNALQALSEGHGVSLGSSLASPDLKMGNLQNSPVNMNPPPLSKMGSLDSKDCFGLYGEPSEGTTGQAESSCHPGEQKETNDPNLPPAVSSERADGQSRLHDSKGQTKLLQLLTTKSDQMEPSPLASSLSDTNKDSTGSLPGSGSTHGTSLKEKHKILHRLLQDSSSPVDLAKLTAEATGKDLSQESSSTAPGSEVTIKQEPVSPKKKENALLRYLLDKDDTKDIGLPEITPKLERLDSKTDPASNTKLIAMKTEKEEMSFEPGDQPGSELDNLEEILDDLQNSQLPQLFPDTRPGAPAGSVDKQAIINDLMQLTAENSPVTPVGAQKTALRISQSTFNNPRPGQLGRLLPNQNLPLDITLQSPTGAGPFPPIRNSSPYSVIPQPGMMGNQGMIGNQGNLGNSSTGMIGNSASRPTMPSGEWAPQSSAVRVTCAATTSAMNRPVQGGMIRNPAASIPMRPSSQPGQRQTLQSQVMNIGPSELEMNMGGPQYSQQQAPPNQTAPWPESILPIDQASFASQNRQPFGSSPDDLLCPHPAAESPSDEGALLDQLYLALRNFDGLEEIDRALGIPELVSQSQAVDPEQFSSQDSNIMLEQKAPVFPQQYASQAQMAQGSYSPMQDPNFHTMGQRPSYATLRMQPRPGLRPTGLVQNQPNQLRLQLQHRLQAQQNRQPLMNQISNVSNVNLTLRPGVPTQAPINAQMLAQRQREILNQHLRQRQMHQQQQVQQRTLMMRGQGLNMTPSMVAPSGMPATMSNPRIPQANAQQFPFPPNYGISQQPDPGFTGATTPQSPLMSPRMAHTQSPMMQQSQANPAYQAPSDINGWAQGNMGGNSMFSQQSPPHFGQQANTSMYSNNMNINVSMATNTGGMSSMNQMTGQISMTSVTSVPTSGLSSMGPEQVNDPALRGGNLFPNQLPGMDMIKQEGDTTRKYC
COUP-TFII inh: blocks human COUP-TFII nuclear receptor. P24468. HEK293T NGFI-A luciferase reporter, luminescence. inhibition, % at 8.6 µM. 370,000 compounds, 0.7% hits. AID 686940;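 active = inhibition above a per-plate cutoff, mean inhibition of test wells between control levels plus 3 SD, cut at about 38% in these data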;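 also: cells cotransfected with COUP-TFII expression vector driving the NGFI-A reporter; 0% = median of COUP-TF2 test wells and 100% = reporter-only cells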
NR5A2 inv ag: NR5A2 inverse agonism in reporter assay. O00482. 360,000 compounds, 0.13% hits. HEK293T StAR-luciferase reporter, LRH-1 transfected, 24 h. inhibition, % at 3.6 µM;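 active = inhibition above the mean inhibition of all tested compounds plus 3 SD, cut at about 73% in these data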;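 also: 0% = DMSO wells and 100% = reporter-only cells lacking LRH-1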
TLR9-MyD88 inh: blocks human TLR9 binding to MyD88 | Q9NR96+Q99836 | CHO BLA complementation TLR9-MyD88, CCF4 FRET ratio | inhibition, % at 4.98 µM | 340,000 compounds, 0.21% hits | AID 504734;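 active = inhibition above the mean over all tested compounds plus 3 SD, cut at about 21% in these data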;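 also: 0% = DMSO only wells and 100% = clavulanate BLA inhibitor control wells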
LMP1 NFkB inh: reduces LMP1-driven NF-kappaB luciferase signal | 350,000 compounds, 0.69% hits | LMP1-induced NF-kappaB luciferase reporter cells, luminescence | inhibition, % at 12.5 µM | AID 504558; in the data active = inhibition above about 41%; inconclusive = no clear call, values can overlap the other calls;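 also: 0% = neutral control wells and 100% = reference inhibitor control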
NCOA1 inh: inhibits human SRC1 coactivator; HEK293 GAL4-SRC1 luciferase reporter, luminescence; inhibition, % at 3.6 µM; AID 588354; Q15788; 360,000 compounds, 0.12% hits;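 active = inhibition above the campaign mean plus 3 SD, with each screening campaign given its own cutoff, cut at about 60% in these data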;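 also: 0% = DMSO treated cells and 100% = gossypol at 36 µM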
Vif inh: inhibitors of HIV Vif; 340,000 compounds, 0.35% hits; inhibition, % at 7.49 µM; HEK293T cells, Vif self-association by quenched fluorescence, imaging, 24 h; in the data active = inhibition above about 50%, passing the limit was not always enough; inconclusive = no clear call, values can overlap the other calls; inactive = below about 31%; also: some results filed as inactive read as strong as hits
NCOA3 inh: inhibits human SRC3 coactivator; HEK293 GAL4-SRC3 luciferase reporter, luminescence; AID 588352; Q9Y6Q9; inhibition, % at 3.6 µM; 360,000 compounds, 0.17% hits;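 active = inhibition above a per-campaign cutoff, the mean of all compounds plus 3 SD, cut at about 60% in these data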;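 also: 0% = DMSO-treated cells and 100% = gossypol-treated cells at 36 µM; higher means less SRC3-driven luciferase light from the GAL4 reporter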
Active calls of the source: *; ? = inconclusive; · = not tested or not shown. Some of the compounds tested. The share of hits here may be higher or lower than overall.

Molecule	NCOA2 inhibitor	TLR9-MyD88 inh	COUP-TFII inh	Vif inh	NCOA3 inh	C8 TRAIL sens	TROY signal inh	NOD2 RIPK2 PPI	LMP1 NFkB inh	NCOA1 inh	NR5A2 inv ag
O=S(=O)(c1ccc(Oc2ccc(Br)cc2F)nc1)N1CCCCC1	18.1	-4.9	11.6	-2.3	7.1	-3.7	8.8	-7.7	6.8	11.1	5.0
CN(C)c1ccc(-c2csc(C(O)c3cccc(Cl)c3)n2)cc1 (stereo not drawn)	-33.0	·	3.1	-24.2	-15.8	-5.1	-20.2	5.6	·	-15.9	-16.2
O=C(Nc1cccc(Cl)c1)c1ccc2sc([C@H]3C[C@H](O)[C@@H](CO)O3)nc2c1	-53.5	·	5.9	-22.9	-87.5	20.2	-21.2	-6.8	·	-45.9	-54.9
c1coc(CN2CCN(C(c3cccs3)c3nnnn3C3CCCC3)CC2)c1 (stereo not drawn)	-17.3	1.5	17.6	6.4	4.0	-0.3	-2.8	1.8	7.2	-17.9	-1.5
COc1ccc(NC(=O)C2(C)Cc3c(-c4ccc(NC(C)=O)cc4)ccnc3O2)cn1 (stereo not drawn)	7.5	·	2.0	10.6	2.3	8.8	-18.1	4.1	·	3.5	-3.9
CCOc1ccc(N(CC(=O)NC2CCCCC2)C(=O)Cn2nnc(-c3ccc(C)o3)n2)cc1	14.9	-8.1	2.9	-12.5	-15.0	-11.1	1.2	-9.1	6.6	8.8	-16.6
Clc1cc2nc[nH]c2cc1Cl	-14.9	1.1	-13.5	-9.0	26.6	1.5	-1.6	-0.6	1.6	4.2	-15.4
COC(=O)c1ccc(/C=N/Nc2nc(C)c(C)s2)cc1	-61.3	3.7	-28.0	0.6	-86.9	7.5	-31.1	11.5	-42.7	-88.8	-45.1
O=C(NNC(=O)c1cccc2ccccc12)c1ccc(Cl)cc1	-48.8	4.4	-6.7	-6.9	-24.7	-5.2	-24.2	1.1	-7.7	-42.2	5.5
CCOc1ccc(S(=O)(=O)NNS(=O)(=O)c2ccc(C)cc2C)cc1	-2.3	-8.7	0.1	-9.0	2.6	-2.9	1.9	-10.7	-1.8	3.4	0.7

Further compounds
Molecule	NCOA2 inhibitor	TLR9-MyD88 inh	COUP-TFII inh	Vif inh	NCOA3 inh	C8 TRAIL sens	TROY signal inh	NOD2 RIPK2 PPI	LMP1 NFkB inh	NCOA1 inh	NR5A2 inv ag
Cc1ccc(-c2nc3cc(N)ccc3o2)cc1	-16.8	2.5	-12.4	-9.1	-98.9	69.8*	-12.0	10.6	6.4	-88.4	-108.2
COc1ccc(OC)c(C(C)NC(=O)Nc2ccccc2)c1 (stereo not drawn)	-0.9	6.4	11.0	-4.8	-13.5	-2.8	9.1	-2.6	-4.1	8.3	-0.2
CN1/C(=C/c2cccc[n+]2CCO)Sc2ccccc21	-38.8	-0.7	10.6	-2.9	-5.0	3.7	-11.2	-5.1	-2.3	7.2	-5.3
Cc1ccc(-c2nn3c(=O)c(C)nnc3s2)cc1	11.1	4.0	8.7	8.5	1.7	9.4	-12.0	-7.3	1.7	-42.0	-2.7
CCCN(CC(=O)Nc1ccccc1C)C(=O)c1oc2ccc(OCC)cc2c1C	-10.7	5.8	-8.2	-0.6	4.3	6.2	1.8	2.1	9.8	-13.4	-27.4
CC1CCCN(C(=O)COC(=O)Cn2cnc3ccccc32)C1 (stereo not drawn)	-14.8	-11.6	-11.1	5.7	-13.3	-8.0	10.1	-6.3	-4.5	-3.4	20.1
COc1cccc(N2CCN(C(=O)c3ccc4nc[nH]c4c3)CC2)c1	10.0	3.7	-7.8	8.5	-29.4	-3.3	15.0	-6.2	4.4	-20.4	-23.6
O=C(COC(=O)c1cnccn1)Nc1ncc(Cl)cc1Cl	5.0	-4.2	23.2	-9.8	-9.7	-2.4	-2.1	-0.7	-2.3	2.6	-6.4
COc1ccc(NC(=O)C(c2ccncc2)n2c(=O)c(-c3ccccc3)nc3ccccc32)cc1 (stereo not drawn)	-61.4	·	-17.7	·	·	5.7	·	-2.0	·	·	-53.9
Cc1nc2c(Cl)cccc2c2c1CC(CBr)O2 (stereo not drawn)	8.2	-2.0	3.9	·	-1.5	-6.2	4.1	-7.8	9.1	-2.2	-10.3

Next records follow.
Molecule	NCOA2 inhibitor	TLR9-MyD88 inh	COUP-TFII inh	Vif inh	NCOA3 inh	C8 TRAIL sens	TROY signal inh	NOD2 RIPK2 PPI	LMP1 NFkB inh	NCOA1 inh	NR5A2 inv ag
CCCC(=O)Nc1ccc(-c2nc3cc(C)ccc3o2)cc1	-45.0	14.4	-45.0	-20.4	-57.3	31.4	0.8	-11.4	-24.2	-102.6	-149.2
O=C(CNC(=O)c1ccc(Cl)cc1)OCN1C(=O)c2ccccc2C1=O	18.4	3.4	-6.9	3.5	8.6	-28.7	15.3	-11.8	-0.5	8.8	16.7
CC(C)c1cc(CNC(=O)c2cc(COc3cncc(Cl)c3)on2)on1	-13.5	6.5	-3.8	-21.4	30.9	-14.0	0.2	10.4	2.1	10.2	-23.6
CCOC(=O)c1c[nH]c2c(C(=O)c3ccccc3)cc(Cl)cc2c1=O	-31.4	-7.1	8.4	-10.7	-7.0	20.6	-8.7	2.1	-4.2	-3.7	-11.3
COc1ccccc1-c1nnc(NC(=O)C2=COCCO2)o1	-3.0	18.5	-6.1	-2.9	-10.1	-7.6	-23.5	-2.3	0.6	-20.9	-11.2
O=C(Nc1ccc2c(c1)OCCO2)C(c1cc2ccccc2o1)N1CCN(c2ccc(C(F)(F)F)cn2)CC1 (stereo not drawn)	22.2	·	25.0	-0.2	39.4	6.5	85.7*	2.5	·	41.3	44.7
COc1ccc(CN2CCCC(C(=O)N3CCCC3)C2)c(OC)c1 (stereo not drawn)	-0.3	6.3	4.0	-11.7	2.5	-6.3	5.3	3.1	-1.8	6.7	1.9
CC(c1ccc(C(C)(C)C)cc1)S(=O)CC(O)CO (stereo not drawn)	10.9	4.3	15.5	-2.4	4.3	1.0	4.6	12.9	7.0	-0.2	-9.9
Cc1ccc(N2CC(C(=O)Nc3c4c(nn3C(C)(C)C)CS(=O)(=O)C4)CC2=O)cc1 (stereo not drawn)	15.2	-1.9	-7.3	-0.3	1.8	-0.3	-11.3	-5.7	4.3	2.5	13.4
COc1ccc(NC(=O)CCCC(=O)c2ccccc2)c(OC)c1	-17.9	0.9	-17.1	-10.4	-16.0	7.9	-3.0	-10.5	-13.0	-2.7	-28.8

The results go on:
Molecule	NCOA2 inhibitor	TLR9-MyD88 inh	COUP-TFII inh	Vif inh	NCOA3 inh	C8 TRAIL sens	TROY signal inh	NOD2 RIPK2 PPI	LMP1 NFkB inh	NCOA1 inh	NR5A2 inv ag
COc1ccc(C2=NN(c3ccccc3)C(=O)/C2=C\c2ccc(O)c(OC)c2)cc1	-11.3	-3.2	15.7	0.8	-0.9	-5.3	20.2	-1.8	-3.0	-12.8	-8.7
CC(=O)Nc1ccc(NS(=O)(=O)c2cccc3ccccc23)cc1	9.5	-10.2	16.2	·	11.4	-14.7	-13.5	-2.5	-5.4	9.1	21.1
CC(NC(=O)COC(=O)/C=C/c1ccc2c(c1)OCO2)c1ccccc1 (stereo not drawn)	-10.6	2.3	-14.9	-3.3	24.0	-3.5	5.6	1.0	-5.6	-12.7	17.1
O=C(Nc1ccc([N+](=O)[O-])cn1)c1ccc2c(c1)OCO2	-28.5	5.2	-14.3	21.4	-59.7	5.0	-29.1	0.3	-28.3	-126.6	-70.9
CNC(=O)COC(=O)c1[nH]c(C)c(C(C)=O)c1C	-2.7	-4.4	-0.1	0.8	12.5	-8.5	-20.5	-15.3	-0.3	-8.5	10.5
COc1ccc(C(NC(C)=O)c2c(O)ccc3ccccc23)cc1OC (stereo not drawn)	-28.4	-8.5	11.2	2.1	5.5	-19.9	4.4	-54.4	8.5	-22.9	7.3
C[C@H](CO)N1C[C@H](C)[C@@H](CN(C)S(=O)(=O)c2ccc(F)cc2)Oc2c(NC(=O)Nc3ccccc3)cccc2C1=O	-9.4	2.4	-0.1	5.6	12.9	0.4	-12.1	-3.6	0.5	7.4	-9.3
CC1CN(CCCCOc2ccc(Cl)c3ccccc23)CC(C)O1 (stereo not drawn)	-5.6	-2.9	29.0	-6.9	-18.6	11.7	-35.3	3.7	12.3	3.7	0.3
CCCCc1cc(=O)oc2cc(C)cc(OCC(=O)N3CCC(C(=O)O)CC3)c12	13.1	-7.4	9.9	1.6	8.1	-9.7	4.4	5.6	-5.0	7.6	18.0
O=C(NCCNC(=O)c1ccc([N+](=O)[O-])cc1)c1ccncc1	-23.1	9.8	-0.7	?	11.5	4.8	0.8	-5.9	-48.0	-3.0	-0.9

A stretch from further up, for reference:
Molecule	NCOA2 inhibitor	TLR9-MyD88 inh	COUP-TFII inh	Vif inh	NCOA3 inh	C8 TRAIL sens	TROY signal inh	NOD2 RIPK2 PPI	LMP1 NFkB inh	NCOA1 inh	NR5A2 inv ag
COc1ccc(C2=NN(c3ccccc3)C(=O)/C2=C\c2ccc(O)c(OC)c2)cc1	-11.3	-3.2	15.7	0.8	-0.9	-5.3	20.2	-1.8	-3.0	-12.8	-8.7
CC(=O)Nc1ccc(NS(=O)(=O)c2cccc3ccccc23)cc1	9.5	-10.2	16.2	·	11.4	-14.7	-13.5	-2.5	-5.4	9.1	21.1

(list continues)
Molecule	NCOA2 inhibitor	TLR9-MyD88 inh	COUP-TFII inh	Vif inh	NCOA3 inh	C8 TRAIL sens	TROY signal inh	NOD2 RIPK2 PPI	LMP1 NFkB inh	NCOA1 inh	NR5A2 inv ag
Cc1cc(C)c(NC(=O)Cn2cnc3c(oc4ccccc43)c2=O)c(C)c1	-25.0	-7.7	0.2	4.5	5.5	-10.4	-14.2	2.9	-3.4	-20.9	0.4
COc1ccc(-c2csc(NC(=O)c3ccccc3NS(=O)(=O)c3ccc(F)c(F)c3)n2)cc1	0.1	3.7	61.1*	-6.1	78.7*	41.4	68.7*	6.7	?	64.3*	87.0*
Cc1n[nH]c(=S)n1/N=C/c1c(O)ccc2ccccc12	5.5	1.8	-1.7	-9.3	-13.8	-2.3	21.9	-3.1	0.6	-6.7	15.5
CCCOc1ccc(NC(=O)Cc2ccc(S(=O)(=O)N3CCOCC3)s2)cc1OCCC	14.7	-2.0	-3.1	0.4	-6.7	-0.4	-3.2	-1.3	-8.9	-3.0	-16.1
CCOC(=O)c1c(NC(=O)COC(=O)c2ccccn2)sc(C(=O)N(C)C)c1C	4.9	8.6	6.9	2.5	-24.4	-13.1	0.2	-1.6	1.5	-1.2	-7.1

Screening results: PubChem, several laboratories
